# P. falciparum M17LAP: P. falciparum M17LAP inhibitors, primary screen, biochemical, fluorogenic H-Leu-NHMec substrate, 1536-well (AID 1619); recombinant M17LAP, H-Leu-NHMec fluorogenic kinetic assay; higher % means a stronger effect; 220,000 compounds, 0.38% hits; inhibition, % at 30 µM; hits with a dose series show IC50 in µM;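 active = compound inhibiting the enzyme by more than half at any dose during confirmatory dose-response retesting; inconclusive = strong single-dose inhibitors picked by rank but not retested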;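 also: plate controls were full reaction with DMSO carrier for no effect and no enzyme background for full effect; strong numbers were not always called active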
# MT stabilizer: microtubule stabilizers in HeLa cells | % tubulin-high responders, % at 10 µM | AID 2205 | 200,000 compounds, 0.83% hits | HeLa tubulin immunostaining HCS, 24 h; share of cells brighter than vehicle mean+2SD;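 active = plate Z-score above 3 for both tubulin-high and condensed-nucleus cell shares, with cell loss under 80%, at 10 µM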;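 also: anti alpha tubulin signal scored within the nucleus-defined area of each cell; some results filed as inactive read as strong as hits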
# b-catenin transl: beta-catenin nuclear translocation modulation; HeLa beta-catenin nuclear translocation, immunofluorescence imaging; 190,000 compounds, 0.3% hits; nuclear translocation activity, % at 5 µM; AID 1665;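 active = nuclear translocation activity above 50% at 5 µM, with a well cell count of 50 or more; inconclusive = wells under 50 cells across six images, flagged as toxic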;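 also: per-cell ratio of nuclear to cytoplasmic median beta-catenin stain intensity; plate controls were DMSO negative control for no effect and GSK-3 inhibitor IX positive control for full effect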
#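 test system = HeLa cells, endogenous beta-catenin | dosing = single 5 µM dose plus 0.02–20 µM confirmation series | times = compound treatment 24 h, 37°C, 5% CO2 | technique = beta-catenin immunofluorescence imaging with DAPI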
# Autophagy mod: alters autophagy in cells; MEF GFP-LC3 puncta imaging; test concentration mostly 10 µM; calls only at 10 µM (by protocol); 190,000 compounds, 0.98% hits; AID 463193;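 active = percentage of spot-positive cells more than 3 SD above its plate mean, without a fluorescence outlier flag or 80% toxicity; inconclusive = no clear call, values can overlap the other calls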;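 also: spot-positive cell cutoff set from DMSO-treated cells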
# Insulin prom up: MIN6 insulin promoter up-regulation. AID 1625. z-score at 5 µM. 190,000 compounds, 0.3% hits. MIN6 insulin promoter-GFP reporter, high-content imaging; active compounds read high;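 active = z-score above 3 at 5 µM with at least 500 cells counted in the well; inconclusive = wells under 500 cells, flagged as cytotoxic or low count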
# Dynein transport: blocks dynein driven cargo transport along microtubules | 3617.4 mouse cells, GR-EGFP nuclear translocation imaging; test concentration mostly 20 µM; stimulated with dexamethasone, 1 µM; active compounds read low | z-score, hits read low | 220,000 compounds, 0.47% hits | AID 1381;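 active = plate z-score of nuclear minus cytoplasmic receptor signal below a set negative limit, without overly bright fluorescence or cell loss, cut at about -3.5 in these data, passing the limit was not always enough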;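 also: z-score of nuclear minus cytoplasmic ring GR-EGFP intensity difference per well; some compounds called inactive have numbers as strong as hits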
#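 medium = tetracycline-free induction medium containing charcoal-stripped FBS | probe or stimulus = dexamethasone, 1.0 µM final | timing = 48 h induction, then 1 h compound, then 30 min agonist, 37 °C | detection = automated 10x imaging of fixed Hoechst-stained cells | read-out basis = nuclear versus cytoplasmic GR-EGFP signal, averaged per well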
# NOD2 inhibition: NOD2 signaling inhibitors, cell-based, luminescence, uHTS, HEK293 (AID 1566). HEK293 NOD2/NF-kB luciferase reporter, luminescence; higher % means a stronger effect. inhibition, % at 4 µM; hits with a dose series show EC50 in µM. 290,000 compounds, 0.63% hits; in the data active = inhibition above about 50%; also: many of its hits are not listed in these tables
# NOD1 inhibition: NOD1 signaling inhibitors, primary screen, cell-based, luminescence, uHTS (AID 1578); NOD1-driven NF-kB luciferase reporter cells, luminescence; higher % means a stronger effect; inhibition, % at 4 µM; hits with a dose series show EC50 in µM; 290,000 compounds, 1% hits; in the data active = inhibition mostly above about 36%, no sharp cut-off; inactive = mostly below about 34%;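 also: HEK-293T reporter cells stimulated with the NOD1 agonist gamma-tri-DAP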
# Yfh1-depleted yeast: mitochondrial function rescue without frataxin homolog – Friedreich's ataxia, plus single-dose screen, dose response (AID 1465); S. cerevisiae Yfh1-off respiration, WST-1 reduction, 72 h; higher fold induction means a stronger effect; 220,000 compounds, 0.074% hits; fold induction at 50 µM, or EC50 in µM where a hit was titrated;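 active = fold induction of absorbance versus untreated yeast above a set limit, then at least 30% activation at any dose in follow-up; inconclusive = repeats straddling the limit, or above it without dose testing; inactive = fold induction below the set limit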;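 also: activators that raise dye reduction in frataxin-depleted yeast; strong numbers were not always called active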
# Dynein transport cytoplasmic EGFP: recorded beside Dynein transport, whose call it bears; z-score; measured here: cytoplasmic GR-EGFP intensity; active compounds read high
# Dynein transport nuclear GR-EGFP: recorded beside Dynein transport, whose call it bears; z-score; measured here: nuclear GR-EGFP intensity;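 lower value marks the stronger effect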
# Dynein transport cell count: also measured in Dynein transport; calls as there; z-score; measured here: cell count per field
# Insulin prom up cell count: also measured in Insulin prom up; calls as there; cell count; measured here: cytotoxicity, nuclei count;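 total cells summed across four imaged fields per well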
# b-catenin transl cell count 5 µM: second read-out of b-catenin transl, no call of its own (marks repeat the call); cell count; measured here: cell count, cytotoxicity flag
# MT stabilizer Hoechst-high %: recorded beside MT stabilizer, whose call it bears; % Hoechst-high responders; measured here: nuclear condensation Hoechst responders;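 share of cells brighter than vehicle mean plus two SD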
# MT stabilizer cytotoxicity %: recorded beside MT stabilizer, whose call it bears; toxicity, %; measured here: cytotoxicity by cell density;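 0% = mean cell density of plate MIN control wells and 100% = no cells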
# Autophagy mod cell loss 18 h: recorded beside Autophagy mod, whose call it bears; toxicity, %; measured here: cell loss, nuclei count;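 cell loss after 18 h compound exposure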
# Active calls of the source: *; i = inactive; ? = inconclusive; / = not tested or not shown. The list is partial; the hit share may differ from the screen's.
SMILES,P. falciparum M17LAP,MT stabilizer,MT stabilizer Hoechst-high %,MT stabilizer cytotoxicity %,b-catenin transl,b-catenin transl cell count 5 µM,Autophagy mod,Autophagy mod cell loss 18 h,Insulin prom up,Insulin prom up cell count,Dynein transport,Dynein transport cytoplasmic EGFP,Dynein transport nuclear GR-EGFP,Dynein transport cell count,NOD2 inhibition,NOD1 inhibition,Yfh1-depleted yeast
CCc1ccccc1NC1=NCC(=O)N1C1CCCCC1,4.8%,1.4,1.6,2.8,-7.9,988,i,-10.1,-0.76,1363,0.528,-0.205,1.01,0.453,8.6%,12.0%,/
CCc1c(C)c(C#N)c2nc3ccccc3n2c1NCc1ccccn1,5.1%,1.8,0.9,1.1,-0.3,1536,i,6.7,-0.08,1558,1.24,-0.287,0.22,-0.603,5.9%,-31.2%,i
COc1c(Cl)ccc(Cl)c1C(=O)NCc1ccco1,-4.3%,3.5,1.8,4.4,0.2,1071,i,-3.1,-0.02,1354,0.488,-0.185,-0.119,-0.0359,10.1%,-20.7%,i
CC(/C=N/NC(=O)CCn1nnc2ccccc21)=C\c1ccccc1,5.0%,3.8,2.9,5.1,-2.9,1150,i,2.1,0.49,1499,-0.559,-0.272,0.000105,0.323,12.7%,-23.1%,i
O=[N+]([O-])c1ccc2nc(-c3ccccc3)oc2c1,-1.9%,2.2,1.5,7.6,3.1,1014,i,-20.8,-0.27,1232,-0.11,-0.305,-0.084,0.414,-57.9%,-59.6%,i
CCOC(=O)c1c(C)n(CC(O)c2ccccc2)c2ccc(O)cc12 (stereo not given),2.2%,5.5,4.1,3.4,-3.4,875,i,-0.1,-0.3,1011,-0.764,-0.265,-0.252,0.751,-6.2%,8.7%,i
Cc1ccc(/C=C/C(=O)OC(C)C(=O)Nc2ncc(Cl)cc2Cl)o1 (stereo not given),2.9%,2.2,2.2,2.0,/,/,i,0.4,0.84,1067,0.0392,-0.204,0.475,-1.41,17.7%,-0.3%,i
c1ccc(C(c2ccccc2)c2nc(-c3cccnc3)no2)cc1,5.2%,1.5,1.2,4.9,1.8,1352,i,2.0,-0.34,1323,0.543,-0.178,0.0534,0.0728,4.1%,-13.0%,i
Cc1ccc(NC(=S)NCCSc2ccc(Cl)cc2)c(C)c1,-12.4%,2.8,2.9,11.9,-6.7,504,i,7.2,1.38,1026,0.751,-0.2,0.474,-0.784,-3.0%,51.9%,i
CSc1ccc(C(=O)C2CCCN(C(=O)c3cccnc3SC)C2)cc1 (stereo not given),/,2.4,1.3,10.0,-0.2,1127,i,0.1,/,/,0.0458,-0.136,0.548,-0.614,10.2%,-18.0%,i
COc1ccc(S(=O)(=O)N2CCC(C(=O)Nc3ccc(OC)c(OC)c3)CC2)cc1C,/,1.6,0.1,23.8,/,/,i,2.7,/,/,-0.509,0.205,-0.3,-0.00248,/,/,i
COc1ccc(N2CCN(C(=O)C3CCCN(S(=O)(=O)c4c(C)noc4C)C3)CC2)cc1 (stereo not given),-0.3%,/,/,/,-0.9,1313,/,/,-0.36,1125,1.24,-0.198,1.13,-0.777,-18.8%,-1.9%,i
COc1ccc(C2CC(c3ccc4ccccc4c3)=NN2C(=O)CN2CCC(C(N)=O)CC2)cc1 (stereo not given),1.1%,5.8,3.4,7.1,1.3,1029,i,11.4,0.42,1272,-0.381,-0.256,0.0944,1.5,-21.2%,-36.5%,i
C1CCC(NC2=NCCC2)CC1,-2.4%,2.3,1.7,7.9,-2.9,1359,i,0.0,0.96,1443,-1.08,-0.237,-0.318,0.458,-0.7%,-4.3%,i
O=C1c2cccnc2C(=O)N1Cc1ccc(Cl)cc1,5.2%,0.9,1.4,6.5,3.8,1056,i,3.7,/,/,1.22,0.226,0.814,-0.299,15.0%,8.1%,i
COc1ccc(NC(=O)c2cc(F)cc(F)c2)cc1Cl,-1.7%,1.7,2.1,9.5,-4.5,1156,i,-10.9,-1.07,933,-0.72,-0.0527,-0.153,0.782,-41.9%,-12.7%,i
CCC1C(=O)N=C(SCC(=O)Nc2ccc(Br)cn2)NC1=O (stereo not given),4.6%,3.0,1.0,0.6,-2.5,1093,i,-6.9,1.19,1683,2.15,-0.234,1.52,-1.2,-7.5%,-48.3%,i
CCn1cc([N+](=O)[O-])c(C(=O)N2N=C(c3ccc4ccccc4c3)CC2c2ccccc2O)n1 (stereo not given),3.5%,3.0,0.6,6.4,-0.8,1168,i,-8.9,/,/,-0.169,-0.211,-0.137,-1.11,-19.6%,-40.2%,?
CCOc1ccc(-c2nnn(CC(=O)NCc3ccc4c(c3)OCO4)n2)cc1,6.5%,4.7,2.3,7.6,-1.2,1199,i,-16.5,-0.25,1288,-0.086,-0.168,0.286,-1.22,-30.8%,-10.5%,i
Cc1cccc(-n2ncc3c(NCc4ccc5c(c4)OCO5)ncnc32)c1,9.1%,2.7,0.3,40.5,/,/,i,0.1,0.29,1265,-0.692,-0.299,-0.577,0.471,-25.7%,-35.1%,i
COC(=O)CN1C(=O)N/C(=C/c2cc(Cl)c(OC)c(OC)c2)C1=O,-1.4%,2.9,1.7,4.7,-1.2,1129,i,23.1,-0.17,1287,0.461,-0.274,0.0909,0.242,-3.7%,-27.1%,i
CC12CCC(C(=O)Nc3cccc(Cl)c3)(C(Br)C1=O)C2(C)C (stereo not given),9.7%,3.2,3.2,2.7,-1.7,521,i,5.7,0.34,1011,-0.667,-0.201,-0.167,0.458,16.0%,-3.5%,i
Cc1ccc(-c2nc3cnccn3c2Nc2ccc3c(c2)OCCO3)o1,3.2%,2.2,2.3,6.9,-1.1,1099,i,-5.7,0.6,1458,-0.694,-0.172,-0.0431,-0.222,-155.9%,-36.1%,i
O=C(Nc1cccc(Oc2ccc(C(=O)O)c(C(=O)O)c2)c1)c1ccc(-c2ccccc2)cc1,38.5%,/,/,/,-1.3,1333,/,/,0.05,1011,-0.909,-0.265,-0.0577,0.56,15.6%,2.6%,i
CC(C)(C)/C(O)=C/c1nc2cc(Cl)ccc2oc1=O,19.9%,/,/,/,-0.2,1174,/,/,-0.55,1081,-1.71,-0.0533,-1.1,0.416,-6.2%,-2.4%,i
CC(C)NC(=S)N/N=C/c1ccc2c(c1)OCCO2,1.3%,6.4,1.0,2.7,-0.5,978,i,9.9,-0.27,1228,0.863,-0.222,0.521,-0.0992,-23.5%,-16.9%,i
Cc1cc(NC(=O)Cc2ccccc2)nc2c1c(=O)oc1ccccc12,5.0%,7.3,3.0,4.6,-1.4,1127,i,7.6,-1.14,1783,-0.45,-0.115,0.0309,0.358,-35.5%,-46.7%,i
N#Cc1cnc2cc(-c3ccccc3)nn2c1N,-3.5%,/,/,/,4.0,1067,/,/,-0.14,1004,0.805,-0.144,1.07,-2.01,-45.7%,-9.0%,i
CCOc1ccc(-n2c(SCC(=O)Nc3ccc4c(c3)OCCO4)nc3c(c2=O)SCC3)cc1,17.0%,2.6,1.7,3.5,0.9,1240,i,-26.2,-0.3,1560,0.303,0.0823,0.673,0.489,30.2%,46.3%,i
O=C(NCc1ccco1)C12CN(Cc3ccccc3)CC1C(c1cccc([N+](=O)[O-])c1)=NO2 (stereo not given),-3.2%,2.9,1.7,6.9,-4.1,1388,i,16.8,-0.12,1399,-0.857,-0.229,0.051,0.952,8.4%,/,i
CCOc1cccc(NC(=O)/C(C#N)=C\c2cccnc2)c1,-2.4%,1.6,1.3,0.1,-4.3,1037,i,-30.3,-0.24,1497,0.474,-0.337,0.326,0.399,7.1%,-39.9%,i
CCc1ccc(N2CSC3=C(C#N)C(c4cccs4)CC(=O)N3C2)cc1 (stereo not given),-7.1%,3.6,2.3,0.9,/,/,i,-7.0,-2.17,1316,0.125,-0.119,0.454,-0.444,-2.2%,-30.1%,i
Cc1nc2ccc(S(=O)(=O)NC(C(=O)NCc3ccco3)C(C)C)cc2s1 (stereo not given),1.1%,4.5,2.3,5.6,-1.3,1097,i,-6.5,-0.22,1626,-1.26,-0.222,-0.287,0.989,-8.1%,-22.0%,i
CO/N=C(/CNC(=O)c1ccccc1Cl)c1ccc(Cl)cc1,-4.8%,2.3,2.0,5.6,-0.2,1289,i,24.7,-0.49,1500,-0.44,-0.188,0.468,0.264,4.7%,0.7%,/
COc1ccc(/C(N)=N/OC(=O)Cc2ccc(C)cc2)cc1OC,12.5%,1.6,2.8,8.7,-0.9,1155,i,-1.7,0.19,1300,-0.393,-0.204,0.148,0.404,-2.9%,-21.7%,i
COc1ccc(OC)c(Nc2nc(-c3sc(NC(=O)CC(C)C)nc3C)cs2)c1,1.1%,3.2,2.0,7.6,6.8,955,i,-4.6,-2.03,1141,-0.187,-0.187,0.203,1.06,-55.5%,-54.7%,i
Cc1ccc(NC(=O)C(C)c2ccc(-c3ccccc3)c(F)c2)cc1 (stereo not given),1.5%,3.4,1.7,6.4,-3.2,1187,i,25.5,-0.97,694,1.12,0.0643,1.14,-0.698,1.6%,27.9%,i
